Lipid droplet – inhibitors of hepatocyte lipid droplet formation, primary screen, imaging, high-throughput imaging, BODIPY stain. AML12 mouse hepatocytes, oleate lipid droplets. inhibition, % at 6.5 µM. 240,000 compounds, 0.4% hits;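 active means lipid droplet intensity inhibited by at least 50%, with more than 500 cells counted; inconclusive means wells with under 300 cells, treated as cytotoxic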
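Technique: fluorescence imaging, 20x objective, two fields per well / Assay system: AML12 hepatocytes (mouse) / Measure: % inhibition of lipid droplet signal / Doses: 6.5 µM single-point dosing / Incubation: overnight exposure / Reagent: 100 µM oleic acid challenge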
P. falciparum M17LAP – P. falciparum M17LAP inhibitors, primary screen, biochemical, fluorogenic H-Leu-NHMec substrate, 1536-well (AID 1619). Leucine aminopeptidase (Plasmodium falciparum (isolate 3D7)). recombinant M17LAP, H-Leu-NHMec fluorogenic kinetic assay; higher % means a stronger effect. inhibition, % at 30 µM, or IC50 in µM where a hit was titrated. 220,000 compounds, 0.38% hits;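 active means compound inhibiting the enzyme by more than half at any dose during confirmatory dose-response retesting; inconclusive means strong single-dose inhibitors picked by rank but not retested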;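 further: plate controls were full reaction with DMSO carrier for no effect and no enzyme background for full effect; strong numbers were not always called active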
LYP phosphatase – inhibitors of LYP phosphatase, biochemical, fluorescence intensity, uHTS (AID 1779); recombinant LYP phosphatase, fluorescence intensity; higher % means a stronger effect; inhibition, % at 11.5 µM, or IC50 in µM where a hit was titrated; Tyrosine-protein phosphatase non-receptor type 22 (Homo sapiens); 290,000 compounds, 0.054% hits;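 further: plate controls were vehicle with enzyme for no effect and no enzyme for full effect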
M1AAP inhibition – P. falciparum M1AAP inhibitors, biochemical, fluorogenic H-Leu-NHMec substrate, 1536-well (AID 1445); inhibition, % at 30 µM, or IC50 in µM where a hit was titrated; 220,000 compounds, 0.42% hits; recombinant M1AAP, H-Leu-NHMec fluorogenic kinetic assay; higher % means a stronger effect;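 active means primary inhibition above the hit cutoff, then over 50% inhibition at one or more dose response concentrations, cut at about 23% in these data, passing the limit was not always enough; inconclusive means conflicting primary data, or primary hits not chosen for dose response; inactive means low primary inhibition, or under 50% at every dose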;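 further: plate controls were DMSO full reaction for no effect and no enzyme background for full effect; strong numbers were not always called active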
SIAH1 antagonists – Siah-1 peptide-binding antagonists, primary screen, biochemical, fluorescence polarization, rhodamine-plectin, uHTS (AID 1817) | Siah-1 / rhodamine-plectin peptide fluorescence polarization; higher % means a stronger effect | one-dose displacement, % at 20 µM; IC50 in µM for titrated hits | 290,000 compounds, 0.02% hits | E3 ubiquitin-protein ligase SIAH1 (Homo sapiens);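 active means displacement of at least 50% at 20 µM, with a fluorescence ratio check between 0.3 and a set limit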;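 further: plate controls were Siah plus tracer with DMSO for no effect and tracer alone without Siah for full effect; strong numbers were not always called active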
XIAP antagonists – XIAP antagonists, biochemical, IAP family, fluorescence polarization (AID 1018) | E3 ubiquitin-protein ligase XIAP (Homo sapiens) | XIAP BIR domain, fluorescence polarization peptide displacement; higher % means a stronger effect | one-dose displacement, % at 20 µM; IC50 in µM for titrated hits | 200,000 compounds, 0.007% hits; in the data active means displacement above about 50%; further: a part of the inactive calls stands beside numbers as strong as those of hits
CSM14.1 death rescue – rescue of cells from ER stress-induced death, primary screen, 384-well, CSM14.1, thapsigargin, ATP luminescence (AID 1222); cellular ATP content (survival), % at 20 µM, or EC50 in µM where a hit was titrated; CSM14.1 thapsigargin-induced death rescue, ATP luminescence; higher % means a stronger effect; 190,000 tested, under 10 active;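 active means EC50 below 50 µM in the dose-response confirmation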;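 further: death triggered by thapsigargin at about 15 µM added after 2 h compound pretreatment; cell ATP read after overnight thapsigargin exposure of roughly 18 to 22 hours; normalized against plate controls of thapsigargin alone and 5% DMSO vehicle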
NOD2 inhibition – NOD2 signaling inhibitors, cell-based, luminescence, uHTS, HEK293 (AID 1566); HEK293 NOD2/NF-kB luciferase reporter, luminescence; higher % means a stronger effect; inhibition, % at 4 µM, or EC50 in µM where a hit was titrated; 290,000 compounds, 0.63% hits; further: many of its hits are not listed in these tables
AID2073 – inhibitors of Mint1-CaV2.2 protein interaction, biochemical, HTRF (AID 2073). Voltage-dependent N-type calcium channel subunit alpha-1B (Homo sapiens). HTRF protein-protein interaction, Mint1-CaV2.2; higher % means a stronger effect. inhibition, % at 20 µM, or IC50 in µM where a hit was titrated. 290,000 compounds, 0.19% hits; in the data active means inhibition mostly above about 51%, no sharp cut-off; inconclusive means no clear call, values can overlap the other calls; inactive means mostly below about 53%; further: some results filed as inactive read as strong as hits
Lipid droplet cells 6.5 µM – recorded beside Lipid droplet, whose call it bears; cell count; measured here: cell count, cytotoxicity flag;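 cells counted across two imaged fields per well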
Starred values were filed as active, the others as inactive; ? = inconclusive; · = no result given. Unless noted, no stated cut-off is given here; in the data, active means inhibition above about 50%; inactive means the rest. The list is partial. The share of hits here may be higher or lower than overall.

SMILES	Lipid droplet	Lipid droplet cells 6.5 µM	P. falciparum M17LAP	LYP phosphatase	M1AAP inhibition	SIAH1 antagonists	XIAP antagonists	CSM14.1 death rescue	NOD2 inhibition	AID2073
COc1ccc(N2C(=O)C(=O)/C(=C(/O)c3ccc(C)cc3)C2c2cccnc2)cc1 (stereo not drawn)	-4	692	33%	-3%	4%	-2%	-14%	-2.8%	20%	1%
CN1CCN(NC(=O)c2cccc3ccccc23)CC1	29	721	16%	-3%	-3%	-3%	-4.8%	-1.9%	6%	1%
Nc1nnc(/C=C/c2cccc([N+](=O)[O-])c2)s1	-1	840	·	-3%	·	-1%	·	·	-9%	6%
CC1=NOC(=O)/C1=C/c1ccc(N(C)C)cc1	·	·	10%	0%	6%	2%	-2.6%	-1.1%	-22%	?
Cc1ccc(C(=O)Nc2cccc(C(F)(F)F)c2)cc1NC(=O)c1nccnc1N	7	715	-7%	-8%	0%	10%	·	·	21%	11%
CCOc1ccc(-n2cc(C(=O)N3CCCCCC3)c3cc(OC)c(OC)cc3c2=O)cc1	·	·	19%	-7%	-2%	4%	-1.9%	-1.5%	1%	14%
CSCCCNC(=S)N(C)CC(=O)Nc1ccc(C)cc1	-10	705	2%	-3%	-1%	0%	-8.5%	-3.0%	5%	-11%
CSC1=NCCN1C(=O)Cc1ccc(F)cc1	·	·	-5%	1%	-2%	-1%	-4.8%	-0.1%	8%	-8%
Cc1ccc2[nH]c(=O)c3cc(C(=O)NCCC(C)C)sc3c2c1	36	841	·	-4%	·	-1%	·	·	12%	15%
CCC(=O)c1ccc(OCC(=O)NC2(C#N)CCCCC2)cc1	-3	668	13%	-7%	2%	4%	-2.2%	0.2%	6%	8%
COc1ccc(N2CCN(C(=O)CCC(=O)N3CCOc4ccc(C)cc43)CC2)cc1	4	776	·	-6%	·	-8%	·	·	·	2%
CCN1CCCC1CN(Cc1cc2ccc(C)cc2[nH]c1=O)C(=S)Nc1ccc(F)cc1 (stereo not drawn)	-13	637	-15%	0%	10%	4%	-4.4%	-1.9%	0%	-19%
CCCCn1c(N)c(N(CC(C)C)C(=O)C2CCN(S(=O)(=O)c3ccc(C)c(C)c3)CC2)c(=O)[nH]c1=O	-34	785	·	-6%	·	1%	·	·	-14%	9%
Cn1c(N)c(C(=O)COC(=O)/C=C/c2ccc(OC(F)F)cc2)c(=O)n(C)c1=O	-1	712	-2%	-7%	2%	2%	-4.0%	-1.0%	11%	-1%
COc1cc(C(=O)Oc2ccc(Br)cc2C(=S)N2CCOCC2)cc(OC)c1OC	-3	822	·	-3%	·	12%	·	·	19%	-7%
CN1CCN(CCNC(=O)Nc2ccccc2C(F)(F)F)CC1	20	759	1%	-6%	4%	0%	-6.8%	-2.0%	12%	6%
CCOc1c2ccc(C(=O)NCCCCc3ccccc3)cc2nn1C	·	·	-5%	-9%	2%	-2%	-22%	-0.9%	22%	5%
O=C(COc1cccc(NC(=O)c2ccco2)c1)c1ccccc1	·	·	-14%	-7%	1%	-5%	-6.2%	-0.6%	-31%	1%
O=C(O)c1ccc2c(c1)N(Cc1ccc(F)cc1)C(=O)c1ccccc1S2	15	700	32%	-4%	3%	0%	-17%	-6.7%	10%	-1%
Cc1ccc2cccc(Oc3nnnn3-c3ccccc3)c2n1	-8	689	-6%	-13%	2%	0%	1.7%	1.0%	14%	37%

3 of the compounds above, with bars between the fields:
canonical_smiles | Lipid droplet | Lipid droplet cells 6.5 µM | P. falciparum M17LAP | LYP phosphatase | M1AAP inhibition | SIAH1 antagonists | XIAP antagonists | CSM14.1 death rescue | NOD2 inhibition | AID2073
CCOc1ccc(-n2cc(C(=O)N3CCCCCC3)c3cc(OC)c(OC)cc3c2=O)cc1 | · | · | 19% | -7% | -2% | 4% | -1.9% | -1.5% | 1% | 14%
CSCCCNC(=S)N(C)CC(=O)Nc1ccc(C)cc1 | -10 | 705 | 2% | -3% | -1% | 0% | -8.5% | -3.0% | 5% | -11%
CSC1=NCCN1C(=O)Cc1ccc(F)cc1 | · | · | -5% | 1% | -2% | -1% | -4.8% | -0.1% | 8% | -8%

Other results:
SMILES	Lipid droplet	Lipid droplet cells 6.5 µM	P. falciparum M17LAP	LYP phosphatase	M1AAP inhibition	SIAH1 antagonists	XIAP antagonists	CSM14.1 death rescue	NOD2 inhibition	AID2073
CCOC(=O)c1cccc(NC(=O)c2cc3sccc3n2C)c1	-17	730	8%	1%	6%	6%	-5.3%	2.4%	-85%	10%
CN(C)S(=O)(=O)c1ccc2c(c1)c(=O)c(C(=O)N1CCOCC1)cn2C	·	·	13%	-3%	6%	-2%	-3.5%	0.2%	9%	4%
O=C(CSc1nnnn1CCCO)Nc1ccc2c(c1)OCO2	-12	696	0%	-8%	-3%	4%	-3.7%	1.2%	9%	42%
CCc1nn(CCCC(=O)NCc2ccc(OC(C)C)cc2)c(=O)c2cc3occc3n12	26	751	·	-9%	·	-4%	·	·	17%	9%
O=c1oc2cccnc2n1CCS(=O)(=O)c1ccc(F)cc1	4	794	-9%	-5%	1%	10%	·	·	-5%	13%
Cc1nc(-c2ccc(S(=O)(=O)Nc3cccc(S(N)(=O)=O)c3)s2)cs1	20	652	-1%	-1%	2%	4%	·	·	15%	9%
CCc1cccc(NC(=O)CCCn2c(=O)[nH]c3ccsc3c2=O)c1	9	823	·	-8%	·	2%	·	·	2%	4%
Cc1occc1C(=O)NNC(=O)C1CCCCC1	1	590	1%	-6%	-3%	4%	-12%	-0.7%	18%	0%
CCOc1ccc(N2CC(C(=O)NC3CCCCCC3)CC2=O)cc1 (stereo not drawn)	-4	805	·	-9%	·	13%	·	·	-15%	0%
NC(=O)c1c(NC(=O)c2ccccc2)sc2c1CCC2	-5	853	·	-12%	·	-8%	·	·	-68%	12%
CCc1ccc(/C=N/NC(=O)c2cc(-c3ccccc3OC)nc3ccccc23)s1	-24	788	-10%	0%	0%	-2%	-0.9%	1.6%	-22%	25%
O=C(O)CC12CC3CC(C1)CC(n1ncc(N4CCC5(CC4)OCCO5)c(Cl)c1=O)(C3)C2	-12	713	2%	-8%	15%	-5%	·	·	-35%	1%
CCC(C)NC(=S)Nc1ccccc1 (stereo not drawn)	3	819	9%	-9%	6%	-1%	·	·	20%	7%
O=C(NC1=NCCS1)c1cc(Cl)ccc1Cl	-2	831	·	-7%	·	-1%	·	·	-3%	36%
COc1ccc(OCC(=O)N2CCN(C(=O)c3ccccc3)CC2)cc1	2	768	-4%	-1%	2%	4%	-5.9%	-1.6%	-4%	1%
Cc1ccccc1-n1c(SCC(=O)N2CCC(C(=O)O)CC2)nnc1-c1ccncc1	1	698	6%	-8%	-3%	-5%	-1.5%	-1.5%	12%	8%
Cn1c(SCc2ccccc2)nnc1-c1ccncc1	·	·	9%	1%	3%	1%	-3.8%	0.8%	4%	5%
Cc1noc(C)c1S(=O)(=O)N1CCCC(C(=O)NCc2ccccn2)C1 (stereo not drawn)	·	·	-25%	-4%	-9%	5%	-2.2%	-0.5%	15%	0%
COc1cc(NS(=O)(=O)c2ccc(F)cc2)c(C(=O)O)cc1OC	·	·	18%	4%	10%	6%	-4.7%	0.4%	8%	-8%
CC(C)N1CC(O)=C(c2nc3ccccc3c(=O)[nH]2)C1=N	2	779	-5%	-5%	17%	2%	-14%	-2.4%	4%	24%

Reformatted: entries from further up
Molecule: Cc1noc(C)c1S(=O)(=O)N1CCCC(C(=O)NCc2ccccn2)C1 (stereo not drawn)
  Lipid droplet: · | Lipid droplet cells 6.5 µM: · | P. falciparum M17LAP: -25% | LYP phosphatase: -4% | M1AAP inhibition: -9% | SIAH1 antagonists: 5% | XIAP antagonists: -2.2% | CSM14.1 death rescue: -0.5% | NOD2 inhibition: 15% | AID2073: 0%

Molecule: COc1cc(NS(=O)(=O)c2ccc(F)cc2)c(C(=O)O)cc1OC
  Lipid droplet: · | Lipid droplet cells 6.5 µM: · | P. falciparum M17LAP: 18% | LYP phosphatase: 4% | M1AAP inhibition: 10% | SIAH1 antagonists: 6% | XIAP antagonists: -4.7% | CSM14.1 death rescue: 0.4% | NOD2 inhibition: 8% | AID2073: -8%

Molecule: CC(C)N1CC(O)=C(c2nc3ccccc3c(=O)[nH]2)C1=N
  Lipid droplet: 2 | Lipid droplet cells 6.5 µM: 779 | P. falciparum M17LAP: -5% | LYP phosphatase: -5% | M1AAP inhibition: 17% | SIAH1 antagonists: 2% | XIAP antagonists: -14% | CSM14.1 death rescue: -2.4% | NOD2 inhibition: 4% | AID2073: 24%

(more compounds)
SMILES	Lipid droplet	Lipid droplet cells 6.5 µM	P. falciparum M17LAP	LYP phosphatase	M1AAP inhibition	SIAH1 antagonists	XIAP antagonists	CSM14.1 death rescue	NOD2 inhibition	AID2073
CCCCNC(=O)C1CCN(C(=O)C2CCN(S(=O)(=O)c3ccc(C)cc3)CC2)CC1	-4	692	·	-12%	·	4%	·	·	0%	6%
CC(C)c1ccc(CNc2cc(N3CCCC3)ccc2[N+](=O)[O-])cc1	·	·	3%	12%	9%	5%	1.4%	-0.1%	-8%	2%
N=c1c(C(=O)NCc2ccco2)cc2c(=O)n3ccccc3nc2n1Cc1ccc(Cl)cc1	·	·	-8%	-11%	7%	2%	-4.5%	0.5%	-13%	46%
CN(C)S(=O)(=O)c1cccc(C(=O)Nc2cc3c(cc2C(=O)O)OCCCO3)c1	13	840	·	-5%	·	6%	·	·	3%	13%
COc1ccccc1/C=C1\SC(=S)N(NS(=O)(=O)c2ccc(C)cc2)C1=O	-11	425	·	-8%	·	-6%	·	·	13%	4%
COC(=O)c1sccc1NC(=O)CC1C(=O)NCCN1C(=O)c1ccc(C)c(C)c1 (stereo not drawn)	1	739	4%	-6%	3%	3%	·	·	3%	2%
COc1cc(O)c(C(C)=O)cc1OC	-6	762	16%	-8%	-4%	-9%	-9.2%	-2.4%	15%	11%
COc1ccc(Cn2c(=O)[nH]c3cc(C(=O)N4CCN(c5ccc(OC)cc5)CC4)ccc3c2=O)cc1	-3	685	·	-6%	·	14%	·	·	8%	6%
CCOn1c(=O)c(=O)n(OCc2ccccc2)c2ccccc21	-3	567	-1%	6%	-4%	-2%	-0.1%	·	-9%	-4%
CCSc1nnc(NC(=O)C2(C)Cc3ccccc3C(=O)O2)s1 (stereo not drawn)	-8	707	34µM*	-1%	-1%	1%	-5.8%	-1.5%	-4%	-1%

High-throughput results (PubChem BioAssay)
